# Bioassay records as filed in PubChem BioAssay.
# N370S GC mod: N370S glucocerebrosidase modulation, Gaucher chaperone candidate; P04062; N370S GC spleen homogenate, 4MU-glucoside fluorescence; Potency, µM (doses to about 59.4 µM), for the others: top-dose activity change, negative = inhibition, hits mostly inhibitors; 0.092% of 330,000 active; AID 2101;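 further: 0% = full enzyme activity and -100% = no enzyme basal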
# KAT2A inh: blocks human GCN5L2 histone acetyltransferase. Q92830. Potency, µM (titrated, usually from 58.9 µM), without a hit: top-dose activity change, negative = inhibition, most hits filed as inhibitors. AID 504327. GCN5L2 HAT assay, ThioGlo1 CoA-SH fluorescence. 0.21% of 390,000 active
#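 Free CoA generated was detected with ThioGlo1 (50uM) fluorescence at Ex340nm/Em540nm, read immediately and after 20 min at room temperature. Enzyme, 20 nM in HEPES pH 7.5 buffer, saw compounds 15 min before adding 75uM H3(1-25) peptide and 70uM acetyl-CoA.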
# FEN1 inh: inhibitors of human flap endonuclease 1 | Recombinant FEN1 flap cleavage, fluorescence, 15 min | P39748 | 0.35% of 390,000 active | Potency, µM (titrated, usually from 114 µM), for inactives: at the top dose activity change, negative = inhibition, usual class: inhibitors | AID 588795; further: nearly all actives have a fitted effect of over 65% in size
# Target sequence (P39748 whole entry, looked up): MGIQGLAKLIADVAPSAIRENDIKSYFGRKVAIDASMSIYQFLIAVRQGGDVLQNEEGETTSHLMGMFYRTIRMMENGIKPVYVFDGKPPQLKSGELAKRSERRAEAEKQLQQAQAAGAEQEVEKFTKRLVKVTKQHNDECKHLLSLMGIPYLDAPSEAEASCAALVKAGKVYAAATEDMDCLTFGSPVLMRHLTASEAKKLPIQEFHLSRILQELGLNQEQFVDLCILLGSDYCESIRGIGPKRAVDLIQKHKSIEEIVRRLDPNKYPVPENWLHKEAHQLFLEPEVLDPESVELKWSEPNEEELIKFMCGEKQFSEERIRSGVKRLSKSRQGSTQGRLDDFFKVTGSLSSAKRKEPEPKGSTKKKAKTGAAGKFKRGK
#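 Steps: FEN1 (10 nM) dispensed; compound added by pin tool; 15 min at room temperature; substrate added to 50 nM final; reads at 0 min and 15 min; data normalized and fitted (four-parameter Hill).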
# An asterisk follows results filed as active; u = inconclusive; x = no result given; & = joins results of further samples. The call rests on the fitted dose curve; in most records, active means well fitted curve in the direction sought with a large enough effect; inconclusive means small, poorly fitted or top-dose-only effect, or another doubt; inactive means no such curve, though single readings can be large; an effect the other way counts as inactive or inconclusive. Unless noted, on the % scale 0 is the no-effect control and ±100 the full control effect; potency means the concentration at half of the fitted maximal effect. The list is partial; rates above refer to the full screens.
SMILES,N370S GC mod,KAT2A inh,FEN1 inh
CCCC(NCC(O)COc1ccc(-c2ccccc2)cc1)c1ccccc1 (stereo not given),-26%,-4%,-8%
COC(=O)C1=C(C(=O)OC)C2(OC1c1ccc(Br)cc1)C(=O)c1ccccc1C2=O (stereo not given),-6%,-2%,3%
COc1ccc(OCc2nn3c(-c4ccccn4)nnc3s2)cc1,-3%,-5%,-1%
Cc1cccc(N2CCN(C(=O)c3c4c(nc5ccccc35)C(=O)N(C3CCCCC3)C4)CC2)c1C,x,-5%,12%
COc1ccc(Sc2cnn(-c3ccccc3)c(=O)c2Cl)cc1,6%,-1%,-1%
CCC1(CC)NC(=O)N(CC(=O)OC(C)C(=O)Nc2ccc(NC(C)=O)cc2)C1=O (stereo not given),-5%,-3%,-2%
O=C(NCc1ccco1)c1c(F)cccc1Cl,4%,-1%,-3%
CCCCCCC[C@@H](C/C=C/CCC(=O)N(C)C/C(=C/Cl)C/C(=C\C(=O)N1CC(OC)=CC1=O)OC)OC,x,-9%,-10%
O=C(CN1C(=O)NC2(CCCC2)C1=O)Nc1cc(Cl)ccc1N1CCCCC1,0%,-8%,8%
COc1ccc(Cc2n[nH]c(=O)c3ccccc23)cc1OC,7%,0%,7%
O=C(Nc1cc(S(=O)(=O)N2CCCCC2)ccc1O)c1ccccc1NS(=O)(=O)c1ccc(F)cc1,-4%,-8%,3%&7%
COc1ccc(SCc2cc(=O)c3ccc(C)c(C)c3[nH]2)cc1,x,0%,-9%

# An excerpt from above, limited to FEN1 inh and KAT2A inh.
Molecule	FEN1 inh	KAT2A inh
Cc1cccc(N2CCN(C(=O)c3c4c(nc5ccccc35)C(=O)N(C3CCCCC3)C4)CC2)c1C	12%	-5%
COc1ccc(Sc2cnn(-c3ccccc3)c(=O)c2Cl)cc1	-1%	-1%
COc1ccc(Cc2n[nH]c(=O)c3ccccc23)cc1OC	7%	0%
O=C(NCc1ccco1)c1c(F)cccc1Cl	-3%	-1%
COc1ccc(SCc2cc(=O)c3ccc(C)c(C)c3[nH]2)cc1	-9%	0%

# Other results.
SMILES,N370S GC mod,KAT2A inh,FEN1 inh
O=C(COC(=O)c1ccco1)Nc1ccc(Cl)cn1,x,-2%,2%
CN(C(=O)C1CCN(c2ncnc3c2nc2n3CCCCC2)CC1)C1CCCCC1,-2%,2%,-2%
CCN(CC)C(=O)CSc1nc2cc3c(cc2c(=O)n1CCCC(=O)NCc1ccc(OC)cc1)OCO3,1%,1%&-7%,1%&-8%
CCCc1cc(=O)[nH]c(SCc2ccccc2)n1,12%,2%,-6%
COc1cccc(NC(=S)NNC(=O)c2ccccc2OC(F)F)c1,6%,0%,-11%
O=C(Nc1c(-c2cccs2)nc2ccccn12)c1ccc2ccccc2c1,3%,-4%,x
O=C(Nc1ccc(CN2CCOCC2)cc1)c1ccc(-c2ccc(Br)cc2)o1,-24%,-7%,2%
COc1n[nH]c(C(=O)Nc2cc(Cl)ccc2Cl)c1[N+](=O)[O-],5%,-3%,-8%
CCN(C1CCS(=O)(=O)C1)S(=O)(=O)c1ccc(Cl)s1 (stereo not given),-2%,1%,-5%
Cc1ccc(N2C(=O)CSC23C(=O)N(CC(=O)Nc2ccc(C)cc2C)c2ccccc23)cc1 (stereo not given),x,-5%,-9%
COc1ccc(C2(c3ccc(OC)cc3)NC(=O)N(CC(=O)Nc3cc(C)ccc3OC)C2=O)cc1,-2%,-15%,-6%
O=C(COC(=O)c1nc(Cl)ccc1Cl)NC1CCCCC1,x,1%,-9%
O=C(COC(=O)CCc1ccc(S(=O)(=O)N2CCCCC2)cc1)Nc1cccc2ccccc12,16%,-8%,-6%
CNCc1ccccc1Sc1cccc2ccccc12,-6%,0%,-7%
COc1ccccc1NC(=O)C(=O)NCc1ccncc1,2%,1%,3%
Cc1nc(N2CCOCC2)[nH]c(=O)c1C,-7%,0%,-1%
Cc1ccc2nc(NC(=O)CN3C(=O)NC4(CCCC4)C3=O)sc2c1,-5%,0%,-3%
COc1ccc(C(=O)COC(=O)c2cnc(C)cn2)c(OC)c1,3%,-4%,0%
CCC(C)NC(=O)C(=O)NCc1ccncc1 (stereo not given),2%,u,-4%
CCOc1ccc(/C=C2\SC(=S)N(CCCC(=O)NCCCN3CCOCC3)C2=O)cc1,u,-3%,-8%
Cc1ccc(-c2nc(SCCOc3ccccc3C)n3[nH]c(=O)cc3n2)cc1,x,-7%,5%
O=C(N/N=C\c1cccnc1)C1c2ccccc2Oc2ccccc21,5%,-11%,-2%
CCOC(=O)c1c(C)oc2c1cc(O)c1ccccc12,12%,-5%,-1%
CC(=Nc1ccccc1)C1=C(O)COC1=O,-19%,0%,-8%

# 3 entries out of the list, arranged by SMILES length, smallest number first:
SMILES,N370S GC mod,KAT2A inh,FEN1 inh
COc1ccccc1NC(=O)C(=O)NCc1ccncc1,2%,1%,3%
Cc1ccc(-c2nc(SCCOc3ccccc3C)n3[nH]c(=O)cc3n2)cc1,x,-7%,5%
O=C(COC(=O)CCc1ccc(S(=O)(=O)N2CCCCC2)cc1)Nc1cccc2ccccc12,16%,-8%,-6%

# Next part:
SMILES,N370S GC mod,KAT2A inh,FEN1 inh
Cc1ccc(S(=O)(=O)N(C)C)cc1-n1c(SCC(=O)Nc2ccc(F)cc2Cl)nc2ccccc2c1=O,28%,-14%,-14%
CC(C)(CN1CCN(C(c2ccccc2)c2ccccc2)CC1)NS(=O)(=O)c1ccccc1,-18%,1%,-5%
O=C(O)CCn1nnc(-c2cccs2)n1,4%,-1%,-8%
COc1ccccc1N(C)S(=O)(=O)c1ccc(C(=O)Nc2nccs2)cc1,x,-10%,4%
O=C(CC(c1ccccc1)c1ccccc1)Nc1ccc(O)cc1,-20%,-10%,-6%
O=C(C[C@H]1C/C=C\CC[C@H](Cc2ccc(F)cc2)C(=O)OC[C@@H]2CCCN2C1=O)N[C@H](CO)Cc1ccccc1,x,-5%,-4%
Cc1cc2c(cc1C)CSC(c1ccc(O)cc1)SC2,13%,2%,4%
CN1CCN(C(c2cccnc2)c2ccc3cccnc3c2O)CC1 (stereo not given),6%,-11%,-5%
O=C(COc1ccc(Cl)cc1)Nc1ccccc1C(=O)OCc1cc(=O)n2ccsc2n1,x,-8%,2%
CCOc1cc(C2CC(=O)NC(SCC)=C2C#N)ccc1O (stereo not given),-6%,-7%,14%
COc1cccc(/C=N/N2CCN(C3c4ccccc4-c4ccccc43)CC2)c1O,17%,-8%,12%
CCCCN(CC)CCCNC(=O)c1ccc2c(c1)NC(=O)CN2C,x,-1%,-9%
Nc1cc(Cl)ccc1Nc1ccncc1,-8%,-10%,-7%
CCOC(=O)C1CCN(S(=O)(=O)c2ccc(Cl)nc2)CC1,-6%,-1%,0%
CCc1ccc(NC(=O)CS(=O)CC(=O)NCCCc2ccccc2)cc1 (stereo not given),0%,u,15%
COc1ccc(-c2csc(NC(=S)NC(=O)c3ccco3)n2)cc1Br,0%,-2%,22%
O=C(NCC1CCCO1)c1cc2cc(Cl)ccc2[nH]1 (stereo not given),4%,-4%,-2%
CCn1c(COc2ccccc2C)nnc1SCC(=O)N1CCN(c2ccccc2)CC1,12%,-8%,4%
CN(C)S(=O)(=O)N(CC(=O)Nc1ccccc1)c1ccccc1,7%,0%,-6%
CCOC(=O)CCCC(=O)N1CCOCCOCCOCC1,6%,-8%,10%
CC(NS(C)(=O)=O)C(c1cccs1)N1CCN(C)CC1 (stereo not given),-2%,0%,-2%
CC(C)(C)N(Cc1cc2ccccc2[nH]c1=O)C(=O)C1CCCCC1,12%,1%,0%
O=C(c1ccco1)N1CCC(c2nc3ccccc3[nH]2)CC1,-16%,-3%,4%
COc1c(F)cccc1C1=CC(=O)C[C@H](c2ccc3c(c2)OCO3)C1,x,-11%,-20%
CCOc1ccccc1CNC(=O)c1ccc2c(c1)nc1n2CCC(C)C1 (stereo not given),x,-3%,18%
CCC(NC(=O)NCc1ccc2c(c1)OCO2)(C(F)(F)F)C(F)(F)F,10%,-9%,-1%
Cn1c(=O)c2c(nc(CN3CCCCC3)n2CCc2ccccc2)n(C)c1=O,6%,3%,2%
CCOC(=O)C1=c2s/c(=C\c3cccnc3)c(=O)n2C(N)=C(C(=O)OC)C1c1cccnc1 (stereo not given),-4%,-2%,-1%
Fc1ccc(C2=Nc3cccc4cccc(c34)N2)cc1,1%,11%,-10%
Cc1nnc(SCC(=O)NCc2ccccc2)n1-c1ccccc1,1%,-5%,-3%
CC(C)C[C@@H](CN=[N+]=[N-])N1CCN(CC(C)C)CCC1=O,-24%,4%,-5%&-3%
Cc1ccc(NC(=S)N(CCN(C)C)C(C)c2cccnc2)c(C)c1 (stereo not given),5%,-4%,2%
CC(C)N(C(=O)[C@H]1C[C@H](CC(=O)NCc2ccco2)C(=O)N2CCc3c([nH]c4ccc(Cl)cc34)[C@]12C)C(C)C,x,-8%,-9%
CC(=O)NC(Cc1ccc(F)cc1)C(=O)NC1CCN(c2nnnn2-c2ccccc2)CC1 (stereo not given),-1%,-1%,5%
Cc1ccc(N(C(=O)Cc2c[nH]c3ccccc23)C(C(=O)NC2CCCCC2)c2ccco2)cc1 (stereo not given),2%,-1%,2%
COC(=O)c1c(NC(=O)CN2CCN(S(=O)(=O)c3ccccc3[N+](=O)[O-])CC2)sc2c1CCC(C)C2 (stereo not given),20%,-4%,-5%

# Some of these compounds in order of their number in KAT2A inh, smallest number first:
canonical_smiles	KAT2A inh
CC(C)N(C(=O)[C@H]1C[C@H](CC(=O)NCc2ccco2)C(=O)N2CCc3c([nH]c4ccc(Cl)cc34)[C@]12C)C(C)C	-8%
Cc1nnc(SCC(=O)NCc2ccccc2)n1-c1ccccc1	-5%
Cc1ccc(NC(=S)N(CCN(C)C)C(C)c2cccnc2)c(C)c1 (stereo not given)	-4%
Cc1ccc(N(C(=O)Cc2c[nH]c3ccccc23)C(C(=O)NC2CCCCC2)c2ccco2)cc1 (stereo not given)	-1%
CC(C)C[C@@H](CN=[N+]=[N-])N1CCN(CC(C)C)CCC1=O	4%
Fc1ccc(C2=Nc3cccc4cccc(c34)N2)cc1	11%

# Other compounds.
SMILES,N370S GC mod,KAT2A inh,FEN1 inh
Cc1cccc(N=CC=C2OC(C)(C)C(C)(C)O2)c1,23%,-1%,-2%
OCC1(Cc2ccccc2F)CCCN(Cc2c(F)ccc(F)c2F)C1 (stereo not given),-9%,-10%,-19%
CCOc1ccc(C2C(C(=O)O)c3ccccc3C(=O)N2CCN2CCOCC2)cc1 (stereo not given),u,6%,-5%
Cc1ccc(-c2n[nH]c(=S)nc2-c2ccc(C)cc2)cc1,-10%,-4%,-3%
CC(=O)c1ccc(-n2cc(C#N)c(=O)[nH]c2=O)cc1,-3%,1%,-1%
O=C(NCCc1ccccc1)c1ccc(Cl)c([N+](=O)[O-])c1,2%,-4%,2%
COc1ccc(-c2ccc3nnc(SCC(N)=O)n3n2)cc1,2%,-3%,-6%
CCOC(=O)c1c(-c2ccccc2)csc1NC(=O)/C(C#N)=C/c1ccc(OC)c(OC)c1,-3%,1%,-2%
O=[N+]([O-])c1cccc(-c2ccc(/C=N/n3c(-c4ccccc4)n[nH]c3=S)o2)c1,-15%,15%,0%
CCN(c1cccc(C)c1)S(=O)(=O)c1nnc(NC(=O)c2ccco2)s1,22%,-8%,7%
COc1ccc(-c2sc3ccccc3c2/C=C/c2ccc(N)cc2)cc1,x,-8%,-15%
O=C(O)c1cc(-c2ccc(Cl)cc2)n[nH]1,-1%,-2%,7%

# Fetched by compound from the list above:
SMILES,N370S GC mod,KAT2A inh,FEN1 inh
CC(=O)c1ccc(-n2cc(C#N)c(=O)[nH]c2=O)cc1,-3%,1%,-1%
OCC1(Cc2ccccc2F)CCCN(Cc2c(F)ccc(F)c2F)C1 (stereo not given),-9%,-10%,-19%

# (next part)
SMILES,N370S GC mod,KAT2A inh,FEN1 inh
O=C(c1ccccc1)c1cccc(NC(=O)C2CC2)c1,10%,1%,-3%
Cc1ccc(S(=O)(=O)N2CCN(C(=O)CSc3nc4ccccc4c(=O)[nH]3)CC2)cc1,-7%,-20%,-8%
O=C(CSc1nnc2c(n1)[nH]c1ccc(F)cc12)NC1CC1,-6%,-8%,-14%
Cc1ccc(Cl)cc1N(CC(=O)NC1CCCC1)C(=O)c1csnn1,-9%,1%,6%
COc1cc2c(cc1OC)C(COc1ccc(F)cc1)N(C(=O)C(C)C)CC2 (stereo not given),x,3%,-6%
COc1ccc(-n2nc(C(=O)NCC(=O)Nc3cc(Cl)c(OC)cc3OC)c3ccccc3c2=O)cc1,-4%,-1%,-6%
CCOC(=O)c1sc(-c2ccc(OC)cc2)cc1N,-5%,-7%,-1%
CC(=O)N1CCc2cc(S(=O)(=O)NCCC(=O)NC3CCN(Cc4ccccc4)CC3)ccc21,-1%,-10%,-5%
CCCn1c(SCC(=O)NC(C)C)nc2sc3c(c2c1=O)CCC3,-3%,-7%,-2%
CCCCc1c(C)[nH]c(=S)[nH]c1=O,-3%,u,-1%
